# High-throughput results (PubChem)
# PI4K2A inh: inhibitors of human PI4K2A; purified PI4K2A, ADP-Glo luminescence, 1 h; hits give low values; Q9BTU6; 420,000 compounds, 0.13% hits; activity change, negative = inhibition, % at 76.9 µM; in the data active = activity change below about -50%; inconclusive = mostly about -30% to -49%;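 also: -100% = wells without enzyme as full effect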
# Target sequence (Q9BTU6 whole entry, looked up): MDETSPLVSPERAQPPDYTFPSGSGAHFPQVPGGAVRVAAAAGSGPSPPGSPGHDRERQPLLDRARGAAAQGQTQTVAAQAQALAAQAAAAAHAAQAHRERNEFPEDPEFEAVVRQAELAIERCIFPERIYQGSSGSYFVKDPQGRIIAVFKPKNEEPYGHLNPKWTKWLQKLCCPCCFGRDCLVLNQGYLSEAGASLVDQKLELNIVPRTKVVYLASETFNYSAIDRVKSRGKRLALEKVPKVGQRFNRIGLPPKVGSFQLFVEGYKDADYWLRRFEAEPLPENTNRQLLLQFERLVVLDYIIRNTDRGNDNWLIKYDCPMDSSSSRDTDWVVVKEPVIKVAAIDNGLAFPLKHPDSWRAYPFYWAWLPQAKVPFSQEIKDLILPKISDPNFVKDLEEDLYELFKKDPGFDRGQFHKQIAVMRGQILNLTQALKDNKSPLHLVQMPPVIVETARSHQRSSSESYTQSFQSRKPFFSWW
#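 Compounds are screened against recombinant PI4K2A using PI as substrate and ATP, the latter dispensed at 300 microM. Reactions run one hour at ambient temperature before ADP-Glo detection; full inhibition defined by wells lacking enzyme.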
# G9a inh: blocks human histone lysine methyltransferase G9a; G9a H3K9 monomethylation, AlphaScreen, 2 h; Potency, µM (doses to about 102 µM), inactives show top-dose activity, negative = inhibition, actives largely listed as inhibitors; 350,000 compounds, 8.8% hits; also: potency is read from the fitted curve at half-maximal effect; % is scaled to controls: 0 for no effect and ±100 for the full control effect; nearly all actives have a fitted effect of over 75% in size
# Target sequence (Q96KQ7 913-1193 limits assumed): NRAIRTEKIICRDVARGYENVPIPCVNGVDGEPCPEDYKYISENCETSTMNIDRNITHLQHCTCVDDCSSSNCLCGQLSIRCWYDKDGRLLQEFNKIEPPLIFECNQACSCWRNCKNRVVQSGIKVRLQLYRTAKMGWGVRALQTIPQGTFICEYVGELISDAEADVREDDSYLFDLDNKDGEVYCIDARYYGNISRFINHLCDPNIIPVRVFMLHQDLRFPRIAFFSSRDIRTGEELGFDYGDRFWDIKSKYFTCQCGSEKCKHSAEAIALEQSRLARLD
#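 G9a (20 nM) preincubated 15 min RT with compounds, then 500 nM biotinylated H3K9 peptide and 20 uM SAM added; 2 h RT reaction. Monomethyl-H3K9 product detected by AlphaScreen with anti-H3K9me1 antibody, streptavidin donor and anti-rabbit IgG acceptor beads.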
# GLS inhibitor: blocks human kidney-isoform glutaminase activity; AID 624170; O94925; GLS enzymatic activity, qHTS titration; Potency, µM (highest dose often 45.5 µM), for the others: at the highest dose activity change, negative = inhibition, usual class: inhibitors; 410,000 compounds, 0.21% hits; also: potency is read from the fitted curve at half-maximal effect; % is scaled to controls: 0 for no effect and ±100 for the full control effect
#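 Human kidney-isoform GLS in 45 mM KH2PO4 pH 8.2, 0.02% Tween-20, with compound, started with 1mM L-Glutamine (added stock). Glutamate oxidase/HRP/Amplex red coupled fluorescence read at start and after 30 min at RT.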
# HP1b chromo inh: inhibitors of HP1-beta chromodomain binding to methylated histone tails. 390,000 compounds, 0.56% hits. AID 540317. P83916. AlphaScreen HP1-beta / biotin-H3K9me3 peptide binding. Potency, µM (highest dose often 114 µM), for the others: at the top dose activity change, negative = inhibition, hits mostly inhibitors; also: potency is read from the fitted curve at half-maximal effect; nearly all actives have a fitted effect of over 70% in size; inactives centre near 23
#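 AlphaScreen: HP1-beta (50 nM) preformed 30 min with biotin-H3(1-18)K9me3 peptide (50 nM) in PBS pH 7.4, 0.01% Tween-20. Compound added for 30 min at RT, then streptavidin donor/nickel chelate acceptor beads (10 ug/mL) for 30 min.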
# ERG Ets-DNA blk: ERG Ets/DNA interaction inhibition | fluorescence polarization, His-ERG Ets domain / labelled DNA | P11308 | 370,000 compounds, 0.028% hits | Potency, µM (highest dose often 76.9 µM), inactives show top-dose FP activity, negative = inhibition, most hits filed as inhibitors | AID 624246; active = well fitted inhibition curve with a large enough effect in the polarisation, with a control signal flat; inconclusive = small, poorly fitted or top-dose-only effect, or effect the other way, or a change in a side signal; inactive = no such curve, though single readings can be large or run the other way; the % refers to the polarisation;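 also: polarization taken with two DNA probes labelled with fluorescein and Texas red; potency is read from the fitted curve at half-maximal effect; % of control where 0% means no effect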
#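 His-tagged ERG Ets domain (1 uM in the protein solution; 300mM KCl, 50mM Tris-HCl, 1mM EDTA, 1mM DTT, pH 7.5) received compound, then a probe mix of 5 nM fluorescein-DNA and 100nM Texas-615-DNA. Fluorescence polarization was read for both dyes.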
# ALOX12 inh: ALOX12 (human) lipoxygenase inhibition | P18054 | purified 12hLO, xylenol orange hydroperoxide absorbance | Potency, µM (titrated, usually from 108 µM), without a hit: at the highest dose activity change, negative = inhibition, most hits filed as inhibitors | 580,000 compounds, 1.1% hits; also: potency is read from the fitted curve at half-maximal effect; % is scaled to controls: 0 for no effect and ±100 for the full control effect
#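 Purified human 12hLO at 150 nM in 25 mM Hepes, 0.01% Triton X-100, pH 7.0, preincubated 15 min at room temperature with compound. Reaction started with 40 uM arachidonic acid, 30 min at room temperature. Hydroperoxide measured by Fe-xylenol orange, 573/405 nm absorbance ratio.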
# RGS4 inhibitor: inhibitors of human regulator of G protein signaling 4; P49798; 390,000 compounds, 0.039% hits; Potency, µM (highest dose often 114 µM), without a hit: at the top dose activity change, negative = inhibition, actives largely listed as inhibitors; AID 504845; Transcreener GDP fluorescence polarization, RGS4-accelerated GTP hydrolysis; also: potency is read from the fitted curve at half-maximal effect; % is scaled to controls: 0 for no effect and ±100 for the full control effect; nearly all actives have a fitted effect of over 75% in size; some results filed as inactive show a strong effect at the top dose
# Target sequence (P49798 whole entry, looked up): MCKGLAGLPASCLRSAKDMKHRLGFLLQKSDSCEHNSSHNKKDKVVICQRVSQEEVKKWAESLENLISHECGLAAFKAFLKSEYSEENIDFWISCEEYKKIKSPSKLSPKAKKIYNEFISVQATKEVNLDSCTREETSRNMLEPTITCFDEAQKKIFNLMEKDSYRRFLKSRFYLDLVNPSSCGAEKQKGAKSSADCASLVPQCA
#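 MLSMR compounds (23 nl, pin-transferred) preincubated 10 min at room temperature with a 500nM (2x) first reagent, then RGS4 at 900nM (2x) plus Transcreener GDP mix added; fluorescence polarization (620/688 nm) read before and after 90 min at 30 °C.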
# BAZ2B inh: BAZ2B (human) inhibition | AlphaScreen BAZ2B-H3K14Ac peptide displacement | 360,000 compounds, 4.4% hits | Potency, µM (titrated, usually from 114 µM), inactives show top-dose activity change, negative = inhibition, usual class: inhibitors; also: potency is read from the fitted curve at half-maximal effect; % is scaled to controls: 0 for no effect and ±100 for the full control effect; nearly all actives have a fitted effect of over 60% in size
#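 Multi-concentration screen (max 110 uM) measuring displacement of acetylated histone H3 peptide from BAZ2B by AlphaScreen, using 50 nM protein, 50 nM peptide and 10 ug/mL streptavidin donor plus Ni-chelate acceptor beads.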
# JMJD2A Tudor: JMJD2A Tudor domain (human) inhibition | O75164 | AlphaScreen JMJD2A-Tudor / H3K4me3 peptide binding | Potency, µM (series often up to 114 µM), inactives show at the highest dose activity change, negative = inhibition, usual class: inhibitors | 390,000 compounds, 4.4% hits; also: potency is read from the fitted curve at half-maximal effect; % is scaled to controls: 0 for no effect and ±100 for the full control effect; nearly all actives have a fitted effect of over 50% in size
# An asterisk follows results filed as active; ? = inconclusive; . = no result given; & = joins results of further samples; [ ] = another dose, or the depositor's remark. Unless noted, calls follow the shape of the dose curve; as a rule, active = well fitted curve in the direction sought with a large enough effect; inconclusive = small, poorly fitted or top-dose-only effect, or another doubt; inactive = no such curve, though single readings can be large; an effect the other way counts as inactive or inconclusive. This is a subset. The share of hits here may be higher or lower than overall.
SMILES,PI4K2A inh,G9a inh,GLS inhibitor,HP1b chromo inh,ERG Ets-DNA blk,ALOX12 inh,RGS4 inhibitor,BAZ2B inh,JMJD2A Tudor
COc1ccc(NC(=O)CSc2nnc(-c3ccccc3)n2N)cc1,-1.6,3.4%[59 µM],-0.7%,22.0%,10.2%,-19.9%,-26.3%,11.5%,-11.9%
O=C(NCCc1nc2ccccc2n1Cc1ccc(Cl)cc1Cl)c1ccco1,2.5,-30.1%[59 µM],0.2%,6.4%,-4.3%,-23.3%,10.8%,?,?
O=C(COC(=O)c1ccc(Cl)nc1)NCCc1ccccc1,2.8,.,-1.0%,38.5%[activator],-13.3%,?,4.9%,.,-5.7%
CCOC(=O)C1(CC2CCCCO2)CCN(Cc2nc(C(C)C)cs2)CC1 (configuration not stated),-9.2,7.0%,0.8%,5.8%,-2.5%,-23.3%,23.2%,0.5%,-15.2%
CC(C)(C)C(=O)CSc1ncnc2c1cnn2Cc1ccccc1,-0.7,44.5%,-15.5%,39.4%[activator],-3.5%,0.3%,-10.0%,13.6%,3.4%
COc1cc(OC)c(NS(=O)(=O)c2coc(C(N)=O)c2)cc1Cl,-1.9,70.8µM*,18.5%,36.1%,-3.4%,3.5%,19.1%,-5.6%,-29.6%
Cc1ccc(-n2c(C)cc(C(=O)COC(=O)c3c(C)noc3C)c2C)cc1,2.1,15.9%[59 µM],-14.1%,-6.5%,3.2%,-15.6%,-16.7%,?,?
Cc1[nH]c2ccccc2c1C(O)CN1CCC2(CC1)OCCO2 (configuration not stated),0.1,.,13.5%,46.4%[activator],11.4%,0.0%,-0.2%,0.8%,7.7%
COc1ccc(NC(=O)c2ccccc2NC(=O)C2CCCCC2C(=O)O)cc1 (configuration not stated),0.3,.,1.8%,29.6%,4.2%,5.8%,13.2%,.,-5.7%
Cc1ccc(NC(=O)C[n+]2cc(-c3ccccc3)n3c2CCC3)c(C)c1,3.3,0.9%,?,1.5%,2.2%,?,20.7%,0.6%,-23.6%
COc1ccc(-n2c(SCCNCCO)nc3sc4c(c3c2=O)CCCC4)cc1,-4.3,-15.5%,-1.2%,-13.9%,-0.4%,0.4%,17.4%,-25.6%,?
COc1ccc(CCNC(=O)CSc2nn(-c3ccccc3)c(=S)s2)cc1,0.6,1.3%[12.7 µM],-8.1%,32.9%,6.0%,?,-0.7%,-10.8%,1.7%
CC(=O)c1cccc(NC(=O)COC(=O)c2cccs2)c1,0.5,18.2%,-4.9%,1.1%,-0.8%,2.1%,10.4%,-0.5%,?
CC(=O)Nc1ccc(S(=O)(=O)NC(C)C(=O)NCCc2ccc(F)cc2)cc1 (configuration not stated),-2.4,?,13.4%,43.5%[activator],6.6%,3.1%,-0.4%,-12.6%,2.3%[11.4 µM]
O=C1NC[C@H](c2ccccc2)OC(=O)[C@H](Cc2ccc(F)cc2)CC/C=C/C[C@H]1CC(=O)N(CCO)Cc1ccccc1,-2.8,.,2.2%,14.7%,-2.9%,?,-5.1%,.,-27.9%
CC(C)(C)NC(=O)C(c1ccc(OCC(N)=O)cc1)N(C(=O)c1cccnc1)C1CC1 (configuration not stated),-16.8,.,-8.3%,16.6%,-7.6%,22.1%,1.3%,2.7%,-3.3%
CC(C)=C1SC(N2CCCCC2)=NC1=O,5.8,-8.1%[12.7 µM],11.5%,22.0%,-3.7%,-18.6%,7.5%,8.9%,6.6%
CCCN1Cc2cccc(C(=O)Nc3cc(C)cc(C)c3)c2C1=O,-0.8,-25.6%[59 µM],-8.0%,-0.7%,2.3%,14.3%,4.3%,-19.2%,-21.9%
CCc1ccc(S(=O)(=O)Nc2ccc3oc(C)c(C(=O)OCCOC)c3c2)cc1,1.6,-0.7%[59 µM],-18.3%,26.4%,-1.1%,?,-11.9%,3.2%,-4.5%
Cc1nn(CC(=O)NCCCN2CCN(C)CC2)c(=O)c2cc(-c3ccccc3)nn12,7.5,-5.6%[59 µM],-18.1%,59.4%[activator],-3.6%,-5.1%,-1.8%[56.9 µM],-12.8%,-5.5%
O=C(CCc1ccc(S(=O)(=O)NCc2ccccc2)cc1)NCC1CCCO1 (configuration not stated),0.5,-9.4%[59 µM],11.6%,16.8%,3.9%,14.7%,11.0%,0.7%,-3.7%
COc1ccccc1-c1oc2ccccc2c1C#CC(C)(C)O,-5.5,3.8%[0.501 µM],3.8%,52.4%[activator],3.2%,-26.7%,10.7%,-25.5%,-14.1%
COc1ccccc1-c1nc(S(=O)(=O)c2ccccc2)c(N2CCC(C)CC2)o1,8.0,?,-16.7%,5.5%,-11.2%,-9.9%,2.0%,-23.0%,-19.2%
Cc1ccc(S(=O)(=O)NCc2ccccc2)cc1C(=O)N1CCCCC1,4.6,20.5%[12.7 µM],-2.1%,13.3%,5.0%,477.8%[activator],-24.6%,-4.3%,-9.6%
CCn1c(SCC(=O)Nc2nnc(C)s2)nc2c(c1=O)SC(C)C2 (configuration not stated),-11.2,-13.6%,18.2%,25.7%,3.0%,11.7%,17.8%,6.2%,-8.3%
Fc1ccccc1C1c2cccn2CCN1C(=S)Nc1cccc(Br)c1 (configuration not stated),3.0,?,0.0%,20.5%,-1.2%,-2.1%,-18.5%,?,-1.4%
N#Cc1ccsc1NC(=O)COC(=O)CCS(=O)(=O)c1ccccc1,2.3,.,4.3%,3.7%[57 µM],2.4%,-18.8%,-20.1%,.,-24.8%
CSc1ccccc1NC(=O)c1cccnc1,-2.4,?,1.9%,11.5%,-5.3%,-19.2%,5.8%,-4.7%,-13.3%
COc1ccccc1/C=C(\NC(=O)c1ccc(OC)c(OC)c1)C(=O)Nc1ccc([N+](=O)[O-])cc1,3.2,0.1%[59 µM],-4.3%,5.6%,-5.9%,-3.0%,10.1%,7.1%,-4.0%
O=C(c1ccccc1F)N1CCN(S(=O)(=O)c2ccc(Br)cc2)CC1,0.3,27.0%,-2.2%,53.7%[activator],-3.7%,.,11.4%,-17.9%,-2.1%
Cc1ccc(NC(=O)NNC(=O)c2cccs2)cc1,0.1,-4.3%,29.5%,24.2%,8.8%,15.9%,13.9%,5.1%,1.3%
Clc1ccc(CCNc2nc3cc(Cl)c(Cl)cc3n3cnnc23)cc1,-0.1,9.0%[59 µM],0.8%,11.9%,-1.2%,-9.3%,3.3%,0.8%,-9.9%
CCOc1ccccc1NS(=O)(=O)c1cc(-c2cnc(C3CC3)o2)ccc1C,-5.0,-7.4%[12.7 µM],-0.4%,5.4%,7.1%,-14.6%,0.4%,-15.5%,-4.3%
C=CCn1c(=O)c2ccccc2n2c(SC(C)C(=O)Nc3nc(-c4ccccc4)cs3)nnc12 (configuration not stated),8.4,-13.6%[59 µM],6.7%,37.6%[activator],-0.8%,-3.0%,-9.0%,4.5%,-1.7%
Cc1ccc(S(=O)(=O)N(C)C)cc1NC(=O)CCNC(=O)c1ccco1,6.6,?,-4.0%,18.7%,13.3%,0.0%,-10.3%,-10.4%,0.0%
Cc1ccc(NC(=O)Cn2c(=O)n(CCC(=O)NC3CCN(Cc4ccccc4)CC3)c(=O)c3ccccc32)cc1,4.9,-19.6%,-3.8%,68.1%[activator],-2.9%,19.5%,-7.1%[11.4 µM],0.5%,0.7%[11.4 µM]
NC(=O)c1c(NC(=O)CN2C(=O)CCC2=O)sc2c1CCCCC2,-3.8,15.8µM*,1.6%,-3.5%,13.8%,-11.5%,-32.7%,-2.1%,-12.1%
O=C(O)Cc1ccc(NC(=O)C(c2ccccc2)c2ccccc2)cc1,0.9,.,1.4%,33.0%,7.2%,4.1%,8.6%,-13.3%,-2.3%
COC(=O)[C@@H]1C[C@H]2CC[C@H](O)C[C@H]2N1Cc1ccccc1OS(=O)(=O)c1ccc(C)cc1,3.3,21.0%[12.7 µM],6.9%,37.4%,4.9%,-17.3%,-4.3%,-16.0%,-19.1%
COc1ccc(Nc2ncc(C(=O)N3CCN(c4ccc(F)cc4)CC3)c3ccccc23)cc1,0.8&1.5,-6.8%[59 µM],3.5%&-1.3%,20.7%&12.2%,6.7%&9.5%,-14.7%&0.0%,12.8%&9.9%,-14.1%,-25.3%&-25.7%
COc1cc2c(cc1OC)C(C)N(C(=O)c1ccc(Br)o1)CC2 (configuration not stated),4.7,20.6%[59 µM],0.1%,19.4%,-6.1%,-15.0%,-14.2%,-7.4%,-5.0%[57.1 µM]
CC(C)(C)NC(=O)CN(C(=O)c1csnn1)c1ccccc1-c1ccccc1,4.7,6.6%[12.7 µM],2.4%,66.1%[activator],-3.0%,-3.8%,-9.8%,-3.5%,4.2%
O=C(N/N=C/c1cc2c(cc1Cl)OCO2)c1ccccn1,-2.6,.,-12.9%,30.8%,.,-4.5%,-6.5%,.,-28.8%
CC(C)Oc1ccc(C(=O)Nc2c3c(nn2-c2ccccc2)CS(=O)(=O)C3)cc1,5.1,21.4%,0.4%,5.6%,2.8%,-8.3%,26.9%,-12.2%,-20.7%
